LMPTP block = LMPTP phosphatase inhibitors, primary screen, biochemical, fluorescence intensity, uHTS | recombinant LMPTP-A, OMFP fluorogenic substrate | inhibition, % at 20 µM | hit rate 0.22% among 360,000;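 active = compounds that cut the enzyme signal by at least half of the control window in the single-dose screen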;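 also: plate controls were DMSO wells with enzyme plus substrate for no effect and substrate without enzyme for full effect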
Target sequence (P24666 whole entry, looked up): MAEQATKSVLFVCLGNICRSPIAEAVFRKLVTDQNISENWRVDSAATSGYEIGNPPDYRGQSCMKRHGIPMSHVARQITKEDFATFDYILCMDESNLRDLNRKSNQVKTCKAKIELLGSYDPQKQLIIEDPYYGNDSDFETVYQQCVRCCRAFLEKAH
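Test system: LMPTP-A, protein tyrosine phosphatase of low molecular weight; Input: 0.625 nM enzyme; Incubation: 50 min dark incubation at room temperature; Signal: endpoint fluorescence intensity from OMFP dephosphorylation; Read-out basis: % inhibition versus control wells.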
STEP inh = STEP phosphatase inhibitors, primary screen, biochemical, fluorescence intensity, uHTS | Tyrosine-protein phosphatase non-receptor type 5 (Homo sapiens), P54829 | recombinant STEP, OMFP fluorogenic substrate | inhibition, % at 20 µM | hit rate 0.25% among 360,000;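 active = inhibition at 20 µM, scaled per plate between control wells, above about 37%, limit read from the data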;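 also: 0% = DMSO with enzyme and substrate and 100% = substrate only without enzyme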
Target sequence (P54829 whole entry, looked up): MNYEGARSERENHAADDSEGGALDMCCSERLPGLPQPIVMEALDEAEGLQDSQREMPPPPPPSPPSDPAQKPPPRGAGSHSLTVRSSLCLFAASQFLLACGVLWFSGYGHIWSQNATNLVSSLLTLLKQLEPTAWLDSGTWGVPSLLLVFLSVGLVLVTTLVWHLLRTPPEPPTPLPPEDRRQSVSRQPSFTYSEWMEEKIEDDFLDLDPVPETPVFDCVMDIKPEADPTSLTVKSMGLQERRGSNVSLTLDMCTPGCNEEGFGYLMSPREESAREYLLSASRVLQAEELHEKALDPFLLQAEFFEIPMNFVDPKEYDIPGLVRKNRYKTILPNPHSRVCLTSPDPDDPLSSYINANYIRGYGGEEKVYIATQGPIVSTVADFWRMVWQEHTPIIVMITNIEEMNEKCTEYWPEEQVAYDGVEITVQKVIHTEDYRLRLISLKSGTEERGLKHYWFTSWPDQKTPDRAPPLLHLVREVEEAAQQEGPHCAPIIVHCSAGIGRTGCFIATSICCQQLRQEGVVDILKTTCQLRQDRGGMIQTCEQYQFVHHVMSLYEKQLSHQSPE
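Test system: STEP tyrosine phosphatase / Reagent: OMFP at 25 µM / Doses: 20 µM, 1% DMSO / Read-out: percent inhibition scaled to no-enzyme and uninhibited-enzyme controls, plate-pattern corrected / Detection: FITC-channel fluorescence of OMFP product / Medium: Bis-Tris buffer pH 6.0, 2.5 mM DTT, 0.005% Tween 20 / Schedule: 20 min at room temperature, dark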
MLLE-PAM2 inh = inhibitors of PABP1 MLLE–PAM2 peptide binding, primary screen, biochemical, fluorescence polarization, FITC-PAM2, GST-MLLE; Polyadenylate-binding protein 1 (Homo sapiens), P11940; inhibition, % at 20 µM; hit rate 0.36% among 360,000; in the data active = inhibition above about 35%, passing the limit was not always enough;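 also: plate controls were DMSO wells with GST-MLLE for no effect and wells lacking GST-MLLE protein for full effect; some results filed as inactive read as strong as hits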
DNMT1 inh = human DNMT1 methyltransferase inhibitors, primary screen, biochemical, molecular beacon, fluorescence, HinP1I cleavage, uHTS; inhibition (reported as % activation of signal), % at 10 µM; hit rate 0.83% among 360,000; in the data active = inhibition above about 50%
Rpn11 inh = Rpn11 (PSMD14) deubiquitinase inhibitors, primary screen, biochemical, fluorescence polarization, uHTS | hit rate 0.59% among 360,000 | calls only at 20 µM | human 26S proteasome, Ub4-pepOG fluorescence polarization; 20S core pre-blocked with epoxomicin | 26S proteasome non-ATPase regulatory subunit 14 (Homo sapiens), O00487;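 active = inhibition at 20 µM, scaled to each plate's controls, above about 33%, limit read from the data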
NadD block = inhibitors of S. aureus NadD, primary screen, biochemical, colorimetric, uHTS; Nicotinate-nucleotide adenylyltransferase NadD (Staphylococcus aureus N315); purified NadD enzyme, colorimetric absorbance read-out; inhibition, % at 20 µM; hit rate 0.78% among 360,000; AID 602399, 2012; in the data active = inhibition above about 26%; also: some compounds past the cut are filed as inactive
Tb MetRS inh = T. brucei MetRS inhibitors, primary screen, biochemical, luminescence; purified T. brucei MetRS, ATP depletion, Kinase-Glo luminescence; methionyl-tRNA synthetase (Trypanosoma brucei brucei); hit rate 0.4% among 360,000; inhibition, % at 11.9 µM;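 active = inhibition above a per-plate cutoff of the control wells' mean inhibition plus 3 SD, cut at about 5.5% in these data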;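 also: 0% = DMSO wells median and 100% = median of wells with control inhibitor compound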
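Test system – parasite MetRS enzyme · Reagent – substrates ATP, L-methionine and bulk Escherichia coli tRNA · Doses – 11.9 µM compound single dose, 0.9% DMSO · Times – 15 min enzyme-compound preincubation, 2 h reaction, 10 min detection, 25 °C · Signal – Kinase-Glo luminescence, ATP depletion format · Controls – DMSO-only wells as low control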
Scp-1 inhibitor = Scp-1 phosphatase inhibitors, primary screen, biochemical, colorimetric, uHTS. Carboxy-terminal domain RNA polymerase II polypeptide A small phosphatase 1 (Homo …. hit rate 0.88% among 340,000. inhibition, % at 20 µM. Recombinant Scp1, phosphopeptide, malachite green phosphate absorbance;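 active = inhibition above about 50% at 20 µM, limit read from the data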;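 also: plate controls were DMSO wells with enzyme for no effect and wells lacking enzyme for full effect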
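Material – SCP-1 phosphatase catalytic domain, residues 76-261 · Buffer or medium – Acidic Tris acetate buffer with magnesium and detergent · Also added – Phospho 17-mer peptide substrate · Compound – single 20 µM dose, 1% DMSO · Times – 45 min room-temperature reaction, 5 min colour, 30 min stabiliser · Technique – Phosphate-binding colour reagent, absorbance read at 630 nm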
CSN inh = inhibitors of CSN-mediated cullin deneddylation, primary screen, biochemical, fluorescence polarization, uHTS. COP9 signalosome complex subunit 5 (Homo sapiens), Q92905. Purified CSN, SCF-Nedd8-OG deneddylation. inhibition, % at 12.5 µM. hit rate 0.38% among 360,000. AID 651999, 2013;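 active = pattern-corrected inhibition above about 35%, with an unprinted fluorescence ratio check between 0.5 and 1.5, limit read from the data, passing the limit was not always enough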;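 also: 0% = enzyme with substrate and 100% = substrate without enzyme; some results filed as inactive read as strong as hits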
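Test system: Human Csn5 produced in HEK293T cells | Compound: 12.5 µM single point | Times: 90 min, room temperature | Signal: Fluorescence polarization readout | Read-out basis: % inhibition of substrate cleavage by Csn5 | Controls: no-enzyme wells high, enzyme-with-substrate wells low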
SUMO1 PPI mod = modulators of SUMO1 protein-protein interactions, primary screen, biochemical, uHTS; SUMO1 binding to a labelled peptide, TR-FRET, 1 h; inhibition, % at 20 µM; hit rate 0.33% among 360,000; AID 602429, 2012; Small ubiquitin-related modifier 1 (Homo sapiens), P63165; in the data active = inhibition above about 37%
Target sequence (P63165 whole entry, looked up): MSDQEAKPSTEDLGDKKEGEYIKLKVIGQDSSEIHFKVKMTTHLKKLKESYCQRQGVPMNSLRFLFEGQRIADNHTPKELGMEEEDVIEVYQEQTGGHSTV
* hit, by the source's call; i = inactive.

1: C=CCN1C2=NCCCN2c2ccccc21
2: COc1ccc(-c2cn(Cc3ccc([N+](=O)[O-])cc3)nn2)cc1
3: CCOC(=O)/C(=C\c1cn(C)c2ccccc12)[N+](=O)[O-]
4: O=C(COC(=O)c1ccc(Br)o1)NCc1ccccc1Cl
5: CCOc1ccc2[nH]c(C)cc(=O)c2c1
6: C=CCOc1ccc(-c2nc3c(c(=O)[nH]c(=O)n3Cc3ccccc3)n2CCCOC)cc1
7: CC(=O)c1ccc(S(=O)(=O)NC2CC(=O)N(c3ccc(C)c(C)c3)C2)cc1 (centres undefined)
8: Cc1cc(=O)oc2cc(OCC(=O)Nc3nnc(C(C)C)s3)ccc12

| screen / no. | 1 | 2 | 3 | 4 | 5 | 6 | 7 | 8 |
| --- | --- | --- | --- | --- | --- | --- | --- | --- |
| LMPTP block | 0.6 | 0.4 | -0.4 | -0.5 | -0.4 | -0.8 | 0.4 | 1.4 |
| STEP inh | -4.8 | 0.3 | -1.8 | -2.5 | -0.3 | -1.2 | -0.5 | 3.4 |
| MLLE-PAM2 inh | -0.3 | 6.1 | -30.4 | 4.8 | -2.2 | 3.4 | 15.9 | -12.1 |
| DNMT1 inh | 2.8 | 2.2 | 10.6 | -3.3 | 0.6 | 18.7 | -0.4 | 3.9 |
| Rpn11 inh | i | i | i | i | i | i | i | i |
| NadD block | -0.6 | -0.7 | -2.6 | -2.5 | 5.5 | 7.6 | 1.0 | 1.3 |
| Tb MetRS inh | -0.5 | -0.1 | -0.6 | -0.1 | -2.1 | 0.0 | -0.3 | 0.2 |
| Scp-1 inhibitor | -13.9 | -2.7 | -7.8 | -2.4 | -8.0 | -9.8 | -2.8 | 13.3 |
| CSN inh | 1.2 | 2.8 | -3.5 | -5.7 | -1.3 | 2.6 | 0.7 | 3.0 |
| SUMO1 PPI mod | -3.3 | -27.7 | 4.7 | 0.0 | 2.6 | -0.4 | -3.1 | 6.1 |

9: CC(c1ccccc1)C1CC(=O)N(C2CCCCC2)C1=O (centres undefined)
10: COc1ccc(-c2nnc(SCC(=O)c3[nH]c(C)c(C(C)=O)c3C)o2)cc1
11: COCCn1nnnc1C(c1ccc(OC)cc1OC)N1CCN(c2ccccc2F)CC1 (centres undefined)
12: Cn1c(=O)c2c(nc(SC3C(=O)CC(C)(C)CC3=O)n2C)n(C)c1=O
13: CCCCOCCCNC(=O)N[C@H](C(=O)OC)C(C)C
14: Cc1cc(C)c(C(=O)COC(=O)CCn2c(C)csc2=O)cc1C
15: COc1ccc(OC)c(NC(=O)C2CCC(CNc3c(N4CCC(C)CC4)c(=O)c3=O)CC2)c1 (centres undefined)
16: Cc1cccnc1NC(=O)CNC(=O)C12CC3CC(CC(Cl)(C3)C1)C2

| screen / no. | 9 | 10 | 11 | 12 | 13 | 14 | 15 | 16 |
| --- | --- | --- | --- | --- | --- | --- | --- | --- |
| LMPTP block | 0.2 | 1.2 | -1.3 | -2.2 | -7.5 | -0.8 | 1.7 | 0.7 |
| STEP inh | -1.8 | 2.8 | -6.6 | 0.2 | 0.6 | 2.9 | -1.1 | 0.3 |
| MLLE-PAM2 inh | 7.3 | -77.9 | 5.0 | 7.3 | -1.6 | 9.4 | -18.5 | 13.2 |
| DNMT1 inh | -0.1 | 23.4 | -0.6 | 2.1 | 3.3 | 0.4 | -19.7 | 1.9 |
| Rpn11 inh | i | i | i | i | i | i | i | i |
| NadD block | -4.9 | -12.4 | 3.2 | 0.4 | -0.6 | -3.9 | 1.2 | 0.4 |
| Tb MetRS inh | -0.8 | 0.0 | -0.4 | -0.3 | -0.5 | -0.4 | 0.3 | -0.5 |
| Scp-1 inhibitor | -4.0 | -2.2 | -4.8 | 0.4 | -9.6 | 1.6 | -6.0 | 34.3 |
| CSN inh | -0.8 | 8.4 | 1.0 | 3.7 | -5.4 | 2.6 | 5.2 | -10.3 |
| SUMO1 PPI mod | -3.3 | -0.5 | 2.8 | -1.1 | -2.1 | 7.3 | 9.9 | 0.7 |

Entries of single compounds as entered above. Order of values: LMPTP block, STEP inh, MLLE-PAM2 inh, DNMT1 inh, Rpn11 inh, NadD block, Tb MetRS inh, Scp-1 inhibitor, CSN inh, SUMO1 PPI mod
Entry for `CC(c1ccccc1)C1CC(=O)N(C2CCCCC2)C1=O` (centres undefined) → 0.2, -1.8, 7.3, -0.1, i, -4.9, -0.8, -4.0, -0.8, -3.3
Entry for `CCCCOCCCNC(=O)N[C@H](C(=O)OC)C(C)C` → -7.5, 0.6, -1.6, 3.3, i, -0.6, -0.5, -9.6, -5.4, -2.1
Entry for `COc1ccc(OC)c(NC(=O)C2CCC(CNc3c(N4CCC(C)CC4)c(=O)c3=O)CC2)c1` (centres undefined) → 1.7, -1.1, -18.5, -19.7, i, 1.2, 0.3, -6.0, 5.2, 9.9
Entry for `Cc1cc(C)c(C(=O)COC(=O)CCn2c(C)csc2=O)cc1C` → -0.8, 2.9, 9.4, 0.4, i, -3.9, -0.4, 1.6, 2.6, 7.3

(listing goes on)
17: Cc1noc(C)c1S(=O)(=O)N1CCC(C(=O)NCCC2=CCCCC2)CC1
18: CCn1nc(C(C)C)cc1C(=O)N1CCCC(CO)(Cc2ccc(F)cc2F)C1 (centres undefined)
19: CCCCn1c(N)c(N(CCC(C)C)C(=O)COC(=O)c2cccnc2SC)c(=O)[nH]c1=O
20: Cc1cc(=O)oc2cc(OCC(=O)NCCCN3CCCC3=O)c(Cl)cc12
21: O=C(CC1C(=O)NCCN1CCCc1ccccc1)NCCc1ccccc1Cl (centres undefined)

| screen / no. | 17 | 18 | 19 | 20 | 21 |
| --- | --- | --- | --- | --- | --- |
| LMPTP block | -0.5 | 0.2 | 0.3 | -0.9 | -0.4 |
| STEP inh | 1.4 | 1.2 | 0.7 | -0.8 | -0.1 |
| MLLE-PAM2 inh | -2.8 | 12.3 | -3.7 | -2.0 | -9.7 |
| DNMT1 inh | -2.0 | -1.4 | -1.3 | 1.0 | -7.8 |
| Rpn11 inh | i | i | i | i | i |
| NadD block | -5.4 | -0.5 | 3.3 | 5.9 | 12.7 |
| Tb MetRS inh | -0.9 | 0.3 | -0.3 | -0.2 | -0.5 |
| Scp-1 inhibitor | -1.0 | -2.4 | -4.7 | -6.3 | 3.1 |
| CSN inh | 4.2 | 1.6 | 0.8 | -0.3 | 2.4 |
| SUMO1 PPI mod | -0.4 | 0.4 | 5.2 | -0.4 | -2.1 |

Screening data from PubChem BioAssay.
